# Screening results as filed in PubChem BioAssay.
# KCNH2 3.1 block: blocks the human KCNH2 3.1 channel isoform. U2OS KCNH2 3.1, thallium flux FluxOr; active compounds read low. AID 720553. hit rate 0.95% among 340,000. activity change, % (tested at about 1.8 µM);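 active = maximum activity change below -70%; inconclusive = maximum activity change from -70% to -50%; inactive = maximum activity change above -50%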;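 note: thallium influx rate constant from kinetic fluorescence after stimulation buffer; % is set by controls: 0 for no effect and ±100 for the full control effect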
#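 Thallium flux via FluxOr fluorescence (Red40 quencher, 45 min loading) in U2OS cells virally expressing the KCNH2 3.1 isoform (1.77 x 10^8 /mL virus, overnight at 37 C). Rate constants from 2-min kinetic reads post-stimulation, normalised to positive and negative controls.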
# Mito fusion yeast: mitochondrial division inhibition or fusion activation; S. cerevisiae fusion-defective mutant growth rescue, CellTiterGlo 48 h; Potency, µM (doses to about 46.1 µM), for inactives: at the top dose growth rescue (activation), hits mostly activators; hit rate 0.23% among 320,000; AID 485298;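 note: potency is the fitted concentration of half-maximal effect; % of control where 0% means no effect; nearly all actives have a fitted effect of over 45% in size; temperature-sensitive fusion mutants such as fzo1-1 at 37 °C on non-fermentable ethanol glycerol medium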
#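 Luminescent cell viability in 1536-well qHTS format served as the measure of rescued growth in ts fusion-mutant S. cerevisiae cultured on non-fermentable YPEG for 48 hours at 37C.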
# Menin-MLL TR inh: displaces Texas Red mutant MLL peptide from human menin | Menin + Texas Red MLL mutant peptide, fluorescence polarization | hit rate 0.23% among 270,000 | O00255 | Potency, µM (doses to about 61.6 µM), without a hit: at the top dose FP activity change, negative = inhibition, usual class: inhibitors; active = well fitted inhibition curve with a large enough effect in the polarisation, with a control signal flat, not every such curve was filed as active; inconclusive = small, poorly fitted or top-dose-only effect, or effect the other way, or a change in a side signal; inactive = no such curve, though single readings can be large or run the other way; the % refers to the polarisation; note: potency is the fitted concentration of half-maximal effect; % of control where 0% means no effect; many of its hits are not listed in these tables
# ELG1 repair inh: blocks ELG1-dependent DNA repair in HEK293T cells; Potency, µM (top dose mostly 46.1 µM), for inactives: at the highest dose activity change, negative = inhibition, usual class: inhibitors; hit rate 2.3% among 330,000; AID 504467; HEK293T ELG1-luciferase reporter, luminescence, 16 h; DNA damage induced by 5-fluorouridine; note: potency is the fitted concentration of half-maximal effect; % is set by controls: 0 for no effect and ±100 for the full control effect; nearly all actives have a fitted effect of over 55% in size
#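 HEK293T cells expressing luciferase-tagged ELG1 (2,000/well) received 5-Fluorouridine plus compound or DMSO for 16 hr at 37 °C. Luciferase was read by ONE-Glo luminescence after 30 min at room temperature.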
# Rab9 prom act: Rab9 promoter activation. Potency, µM (highest dose often 9.22 µM), for inactives: at the top dose activation, negative = inhibition, most hits filed as activators. hit rate 2.8% among 320,000. Huh7 Rab9 promoter-luciferase reporter, luminescence, 24 h; note: potency is the fitted concentration of half-maximal effect; % of control where 0% means no effect; nearly all actives have a fitted effect of over 60% in size
#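 Huh7 cells stably carrying a Rab9 promoter-luciferase reporter, 1500 cells per well in OP-MEM I with 10% FBS, treated with compound 24 hours at 37C. Luciferase activity read by luminescence after 10 minutes with Amplite reagent.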
# MBNL1 CUG block: blocks human MBNL1 binding to CUG repeat RNA | TR-FRET MBNL1-His/biotin-(CUG)12 binding, 665/545 ratio | hit rate 0.036% among 280,000 | Q9NR56 | AID 2675 | Potency, µM (titrated, usually from 57.5 µM), without a hit: at the highest dose activity change, negative = inhibition, hits mostly inhibitors; active = well fitted inhibition curve with a large enough effect in the signal ratio, with a control signal flat, not every such curve was filed as active; inconclusive = small, poorly fitted or top-dose-only effect, or effect the other way, or a change in a side signal; inactive = no such curve, though single readings can be large or run the other way; the % refers to the signal ratio; note: potency is the fitted concentration of half-maximal effect; % is set by controls: 0 for no effect and ±100 for the full control effect
#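 Inhibition of protein-RNA binding appears as loss of TR-FRET between terbium anti-His antibody on MBNL1-His and streptavidin-XL665 on biotin-(CUG)12. Activity is normalized to buffer-only and uninhibited-complex controls.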
# PKM2 activator: activators of human pyruvate kinase M2; P14618; hit rate 0.34% among 260,000; purified PKM2, Kinase-Glo ATP luminescence, activation; response scale: 0% is enzyme alone, no compound; Potency, µM (series often up to 57.5 µM), for inactives: at the highest dose activation, usual class: activators; note: potency is the fitted concentration of half-maximal effect; % is set by controls: 0 for no effect and ±100 for the full control effect; nearly all actives have a fitted effect of over 55% in size
# Target sequence (P14618 whole entry, looked up): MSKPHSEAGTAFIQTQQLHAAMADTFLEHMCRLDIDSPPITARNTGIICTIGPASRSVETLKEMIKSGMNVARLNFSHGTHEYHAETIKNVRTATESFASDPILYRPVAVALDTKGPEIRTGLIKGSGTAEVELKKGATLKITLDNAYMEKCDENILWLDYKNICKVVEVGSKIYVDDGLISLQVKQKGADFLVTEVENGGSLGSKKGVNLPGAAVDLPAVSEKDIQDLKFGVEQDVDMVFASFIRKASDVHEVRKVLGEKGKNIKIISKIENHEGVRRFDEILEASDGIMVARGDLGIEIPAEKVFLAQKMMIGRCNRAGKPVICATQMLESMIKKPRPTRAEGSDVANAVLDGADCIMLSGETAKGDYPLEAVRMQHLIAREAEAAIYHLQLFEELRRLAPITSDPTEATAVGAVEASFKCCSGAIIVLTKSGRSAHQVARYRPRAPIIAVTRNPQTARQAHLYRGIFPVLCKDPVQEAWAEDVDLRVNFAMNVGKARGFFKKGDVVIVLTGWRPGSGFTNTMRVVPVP
#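 Purified hPK-M2 (>95%) run at intermediate activity with 0.1 mM ADP and 0.5 mM PEP in 50 mM imidazole pH 7.2, KCl, MgCl2; 1 h room temperature. ATP formed read by Kinase-Glo luminescence; normalized to uninhibited and no-enzyme controls.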
# RORgamma inh: ROR gamma (mouse) transcription inhibition; Drosophila S2 Gal4-RORgamma UAS-luciferase reporter, 20 h; hit rate 5.4% among 310,000; Potency, µM (series often up to 53.6 µM), without a hit: top-dose activity change, negative = inhibition, actives largely listed as inhibitors; P51450; note: potency is the fitted concentration of half-maximal effect; % is set by controls: 0 for no effect and ±100 for the full control effect; nearly all actives have a fitted effect of over 60% in size
#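 A Gal4/UAS one-hybrid system in insect cells: metallothionein-promoter Gal4–ROR gamma fusion plus Photinus luciferase reporter. Copper sulfate 700 uM final, 20 hr ambient incubation, luminescent detection after 10 min with reagent.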
# Gal4-VP16 FLuc: inhibits Gal4-VP16 luciferase reporter, ROR gamma counter-screen. AID 2546. hit rate 3.5% among 310,000. Drosophila S2 Gal4-VP16 UAS-luciferase, luminescence, 20 h. Potency, µM (top dose mostly 53.6 µM), inactives show top-dose activity, negative = inhibition, most hits filed as inhibitors;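 note: Gal4-VP16 expression switched on by copper sulfate through the metallothionein promoter; potency is the fitted concentration of half-maximal effect; % is set by controls: 0 for no effect and ±100 for the full control effect; nearly all actives have a fitted effect of over 50% in size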
# FLuc counter: inhibits or activates purified firefly luciferase, miR-21 counter-screen | hit rate 6.9% among 360,000 | Potency, µM (top dose mostly 57.5 µM), without a hit: at the top dose activity change, negative = inhibition, usual class: inhibitors | P08659 | purified FLuc, Km substrates, luminescence inhibition;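 note: potency is the fitted concentration of half-maximal effect; plate controls were vehicle for no effect and reference inhibitor for full effect; nearly all actives have a fitted effect of over 55% in size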
# Target sequence (P08659 whole entry, looked up): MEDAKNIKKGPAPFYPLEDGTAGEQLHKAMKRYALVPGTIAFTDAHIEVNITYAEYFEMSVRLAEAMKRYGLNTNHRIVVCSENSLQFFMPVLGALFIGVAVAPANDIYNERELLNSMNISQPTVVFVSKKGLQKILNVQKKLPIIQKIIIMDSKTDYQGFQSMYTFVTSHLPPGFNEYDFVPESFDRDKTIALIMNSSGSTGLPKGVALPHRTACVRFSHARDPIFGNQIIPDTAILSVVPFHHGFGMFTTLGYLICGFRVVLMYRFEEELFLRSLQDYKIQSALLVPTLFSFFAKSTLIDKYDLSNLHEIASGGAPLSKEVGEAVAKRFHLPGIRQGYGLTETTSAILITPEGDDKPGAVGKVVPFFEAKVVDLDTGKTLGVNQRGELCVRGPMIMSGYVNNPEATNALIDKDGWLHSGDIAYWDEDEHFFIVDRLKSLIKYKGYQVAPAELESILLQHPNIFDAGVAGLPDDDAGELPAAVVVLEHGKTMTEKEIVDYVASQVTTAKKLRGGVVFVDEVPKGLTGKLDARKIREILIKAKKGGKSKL
#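 Biochemical qHTS of compounds, final roughly 60 µM downward over six points, against 10 nM purified firefly luciferase using Km concentrations of substrates (10 uM D-luciferin, 10 uM ATP) in Tris acetate pH 7.5 buffer; luminescence output.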
# NPC1 prom act: activates the NPC1 promoter | Huh7 NPC1 promoter luciferase reporter, 24 h | Potency, µM (doses to about 9.22 µM), for inactives: top-dose activation, hits mostly activators | hit rate 2.4% among 320,000 | AID 485313;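 note: potency is the fitted concentration of half-maximal effect; % of control where 0% means no effect; nearly all actives have a fitted effect of over 60% in size; reporter is driven by a mutant NPC1 promoter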
#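 Luminescence from an NPC1 promoter-driven luciferase reporter in stably transfected Huh7 cells was measured after 24 h compound treatment at 37 °C, followed by 10 min ambient incubation with luciferase detection reagent.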
# Starred values were filed as active, the others as inactive; ? = inconclusive; . = not tested or not shown; [ ] = another dose, or the depositor's remark. Unless noted, calls come from the whole dose curve; as a rule, active = well fitted curve in the direction sought with a large enough effect; inconclusive = small, poorly fitted or top-dose-only effect, or another doubt; inactive = no such curve, though single readings can be large; an effect the other way counts as inactive or inconclusive.
# Each structure is followed by: KCNH2 3.1 block	Mito fusion yeast	Menin-MLL TR inh	ELG1 repair inh	Rab9 prom act	MBNL1 CUG block	PKM2 activator	RORgamma inh	Gal4-VP16 FLuc	FLuc counter	NPC1 prom act
Cc1c(NC(=O)COc2cccc(F)c2)c(=O)n(-c2ccccc2)n1C
 : 6	0%	.	10%	-5%	.	.	.	.	-1%	-1%
CC(O)[C@@H](NC(=O)C1CCC(CNC(=O)[C@H](Cc2ccccc2)NC(=O)OC(C)(C)C)CC1)C(=O)O (some centres undefined)
 : 1	11%	-2%	-13%	-6%	-9%	.	-15%	2%	1%	0%
Cn1cc(Cl)c(C(=O)N/N=C/c2ccc(OS(=O)(=O)c3ccccc3)cc2)n1
 : -5	9%	16%	?	0%	?	13%	?	-2%	24µM*	4%
N#Cc1c(-c2ccc(F)cc2)ccnc1N1CCOCC1
 : -9	-3%	0%	?	12%	3%	0%	17%	?	?	9%
O=C(NCC1CCCN(Cc2cccc(OCCO)c2)C1)c1ccc(F)cc1 (centres undefined)
 : 2	-3%	-6%	5%	3%	11%	-1%	-21%	-7%	-3%	-4%
C#CCSc1cc(C(F)(F)F)nc(-c2ccccn2)n1
 : 2	-8%	-17%	27%	11%	-18%	-1%	10µM*	-6%	-5%	-4%
Cc1ccc(SCC(=O)Nc2c(Br)cnn2C)cc1
 : 24	0%	.	?	-2%	-3%	-4%	?	?	-2%	2%
CCOc1ccc2nc(NC(=O)CSc3nc4c(c(=O)n(C)c(=O)n4C)n3C(C)C)sc2c1
 : -32	3%	6%	9.2µM*	1%	3%	1%	1%	0%	-13%	1%
O=C(CCC(=O)N1CCN(c2ccccc2F)CC1)N1CCN(c2ccc(F)cc2)CC1
 : 0	3%	-12%	?	-1%	-6%	-5%	32%	-3%	0%	2%
CCOC(=O)c1c(-c2cccc([N+](=O)[O-])c2)csc1N
 : 30	27%	7%	-6%	-3%	?	0%	-32%	-4%	8%	-5%
CCCS(=O)(=O)NCCc1cc2c(C)ccc(C)c2[nH]c1=O
 : -12	-4%	-9%	7%	-1%	-2%	8%	23%	-1%	-1%	-3%
COc1cccc(-c2nc(C(=O)NCC3CCCO3)cc3c2[nH]c2ccccc23)c1 (centres undefined)
 : -20	-7%	?	?	0%	3%	0%	?	-12%	1%	-2%
O=C(NCC1CCCO1)C1CCC(CNS(=O)(=O)c2ccccc2)CC1 (centres undefined)
 : 10	-6%	8%	-6%	-8%	2%	-6%	8%	5%	1%	-3%
CN(c1ccccc1)S(=O)(=O)c1ccc(Cl)c(C(=O)Nc2ccc(-c3nc4ccccc4[nH]3)cc2)c1
 : -7	0%	-16%	?	-12%	.	-1%	?	-1%	1%	-5%
CC(Oc1ccc2ccccc2c1)C(=O)N/N=C/c1cccnc1 (centres undefined)
 : -18	-7%	.	-18%	0%	18%	.	2%	-3%	-5%	1%
CC(C)C(=O)Nc1nnc(COc2ccc(Cl)cc2)s1
 : 4	1%	.	13%	-2%	0%	1%	12%	-24%	7%	1%
CCC1=Nc2ccccc2NC2=C1C(=O)CCC2
 : 5	-3%	?	?	10%	?	3%	-13%	5%	?	11%
O=C(N/N=C/c1cn(-c2cccs2)nc1-c1ccccc1)c1ccccc1O
 : -29	-1%	.	?	-4%	14%	-5%	0.028µM*	?	9.5µM*	-2%
COc1ccc(-c2nc(=S)c3c(n2CCN2CCOCC2)CC(C)(C)OC3)cc1
 : 12	-1%	-7%	7%	-7%	17%	-2%	12%	-3%	2%	-2%
Cc1ccc(C)c(OCC(=O)Nc2c[nH]c(=O)[nH]c2=O)c1
 : 10	-2%	-9%	17%	-15%	.	-5%	-7%[10 µM]	4%	-1%	-11%

# Profiles, quoted from the list. Order of values: KCNH2 3.1 block | Mito fusion yeast | Menin-MLL TR inh | ELG1 repair inh | Rab9 prom act | MBNL1 CUG block | PKM2 activator | RORgamma inh | Gal4-VP16 FLuc | FLuc counter | NPC1 prom act
# CCCS(=O)(=O)NCCc1cc2c(C)ccc(C)c2[nH]c1=O is entered as -12 | -4% | -9% | 7% | -1% | -2% | 8% | 23% | -1% | -1% | -3%
# COc1cccc(-c2nc(C(=O)NCC3CCCO3)cc3c2[nH]c2ccccc23)c1 (centres undefined) is entered as -20 | -7% | ? | ? | 0% | 3% | 0% | ? | -12% | 1% | -2%

# (next part)
SMILES | KCNH2 3.1 block | Mito fusion yeast | Menin-MLL TR inh | ELG1 repair inh | Rab9 prom act | MBNL1 CUG block | PKM2 activator | RORgamma inh | Gal4-VP16 FLuc | FLuc counter | NPC1 prom act
Nc1cc[n+](CC(=O)Nc2ccccc2)cc1 | 10 | -3% | -29% | 6% | -3% | -6% | -3% | 7% | 4% | -2% | -8%
Cc1csc(NC(=O)CCC(=O)N(CC(=O)NC2CCCC2)Cc2ccccc2)n1 | 12 | 5% | ? | -1% | -6% | -9% | 4% | 4% | -2% | 2% | -4%
O=[N+]([O-])c1ccccc1N/N=C1\CCc2ccccc21 | 22 | -2% | ? | ? | ? | 4% | -6% | 23% | 8% | ? | ?
O=C(O)CCC(=O)NCc1c(Cl)cccc1Sc1ccc(Cl)cc1 | -2 | -4% | . | 0% | -3% | 0% | -12% | 24% | 5% | -4% | -3%
Cc1cc(N)n2ncc(-c3ccc(Cl)cc3)c2n1 | 13 | 20% | ? | ? | 3.2µM* | -5% | 0% | 28% | 20% | 13µM* | 2.8µM*
COc1ccc2c(C)cc(SCc3c(C)noc3C)nc2c1 | -13 | 18% | 1% | 7% | 5% | -1% | -3% | -16% | 5% | 0% | -5%
COc1ccc(CCNC(=O)CSc2cn(Cc3cccc(C)c3)c3ccccc23)cc1OC | -33 | 1% | -5% | ? | -8% | 6% | 6% | 34% | -3% | 1% | -6%
COc1ccc(-c2cn3cc([N+](=O)[O-])ccc3n2)cc1OC | 2 | 2% | ? | ? | ? | ? | . | ? | -13% | 15µM* | 26%
COc1ccccc1C(=O)OCC(=O)NC(=O)NCc1ccccc1 | 6 | 8% | -2% | 6% | 8% | . | -1% | 38% | ? | -1% | -1%
CN(C)c1ccc(Nc2ccc([N+](=O)[O-])cn2)cc1 | -39 | -5% | ? | ? | ? | ? | 2% | 25% | 5% | ? | 3.5µM*
O=c1cc(-c2ccccc2)[nH]c2ccccc12 | -2 | -7% | 21% | ? | -8% | 4% | -5% | ? | 3% | ? | -4%
CNC(=O)c1cc(S(=O)(=O)Nc2ccc3c(c2)OCO3)ccc1C | 0 | 2% | 9% | -1% | 3% | -8% | 7% | 0% | 7% | 2% | -5%
O=C(NC1CCCCCC1)c1ccc2nc3cc(Cl)ccc3c(=O)n2c1 | 1 | 0% | 2% | 8% | -4% | -1% | 0% | -19% | -9% | -1% | 0%
CCC/C=C(\CCC)C(NC(=O)c1ccc(C(=O)OC)cc1)c1ccc(C(=O)OC)cc1 (centres undefined) | 4 | . | 0% | . | . | . | 0% | 5% | 2% | . | .
CCSc1ccccc1C(=O)N1CCN(Cc2ccc3c(c2)OCO3)CC1 | -7 | -10% | -11% | -6% | -7% | -4% | -2% | -18%[0.365 µM] | . | -3% | -7%

# Some values from the list.
# O=c1cc(-c2ccccc2)[nH]c2ccccc12 in KCNH2 3.1 block is listed with -2
# CCSc1ccccc1C(=O)N1CCN(Cc2ccc3c(c2)OCO3)CC1 in ELG1 repair inh is listed with -6%
# CCC/C=C(\CCC)C(NC(=O)c1ccc(C(=O)OC)cc1)c1ccc(C(=O)OC)cc1 (centres undefined) in RORgamma inh is listed with 5%

# An excerpt; count on the stated rates, not on these rows.
